STAT3 activator = IL-6 driven STAT3 reporter potentiators, primary screen, U3A cells, luciferase, luminescence, MLSCN library; IL-6 STAT3-luciferase reporter; 100% = signal with IL-6 EC80 alone; activation (% of control), % at 5.6 µM; actives 0.91% (n = 190,000);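 active means activation above the screen-wide mean of compound activation plus 3 SD, cut at about 130% in these data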;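 further: 0% = background luminescence of wells with medium and substrate only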
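Material: STAT3-luciferase reporter U3A cells; Probe or stimulus: IL-6 (33 ng/mL); Incubation: compound pre-incubation 1 h before IL-6, then 6 h stimulation at 37 °C; Technique: luminescence from STAT3-driven luciferase reporter; Evaluation: % activation versus median of IL-6-stimulated wells; Controls: IL-6-only high control.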
S1P3 antagonist = S1P3 receptor antagonists, primary screen, cell-based | Sphingosine 1-phosphate receptor 3 (Homo sapiens), Q99500 | CHO S1P3 NFAT-BLA reporter, FRET fluorescence, antagonist mode | inhibition, % at 4.98 µM | actives 0.27% (n = 170,000) | AID 485, 2006;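 active means inhibition above the plate cutoff, the mean inhibition of test wells on that plate plus 3 SD, cut at about 28% in these data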;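 further: cells challenged with S1P at its EC80 of 0.8 µM; blue over green emission ratio from cleaved BLA substrate after 4 h stimulation; 0% = S1P-stimulated wells and 100% = unstimulated DMSO-only wells; some compounds past the cut are filed as inactive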
Target sequence (Q99500 whole entry, looked up): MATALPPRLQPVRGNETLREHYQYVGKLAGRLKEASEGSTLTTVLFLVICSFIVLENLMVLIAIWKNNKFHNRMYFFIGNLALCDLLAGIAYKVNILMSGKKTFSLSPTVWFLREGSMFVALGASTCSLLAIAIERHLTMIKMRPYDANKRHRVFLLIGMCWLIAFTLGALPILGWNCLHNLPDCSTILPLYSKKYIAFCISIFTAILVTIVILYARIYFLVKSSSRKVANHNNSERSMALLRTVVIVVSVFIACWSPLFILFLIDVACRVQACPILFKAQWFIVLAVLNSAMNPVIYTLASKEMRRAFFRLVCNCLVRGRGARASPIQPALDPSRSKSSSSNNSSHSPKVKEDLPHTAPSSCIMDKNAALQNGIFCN
TLR4 MyD88 comp = inhibitors of TLR4-MyD88 association in cells, primary screen, cell-based, HeLa CL3-4, BLA complementation, FRET ratio; Toll-like receptor 4 (Homo sapiens) + Myeloid differentiation primary response protein …; HeLa CL3-4 TLR4/MyD88 BLA complementation; inhibition, % at 8.4 µM; actives 0.18% (n = 200,000); AID 861, 2007; in the data active means inhibition above about 25%;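 further: 0% = vehicle and 100% = reference inhibitor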
PPARg SRC-1 ag = PPARgamma agonists recruiting SRC-1 coactivator, primary screen, biochemical; PPARgamma-SRC-1 coactivator recruitment biochemical assay; actives 0.41% (n = 200,000); activation, % at 8 µM; Peroxisome proliferator-activated receptor gamma (Homo sapiens), P37231; in the data active means activation above about 19%;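 further: 0% = DMSO and 100% = reference agonist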
Target sequence (P37231 whole entry, looked up): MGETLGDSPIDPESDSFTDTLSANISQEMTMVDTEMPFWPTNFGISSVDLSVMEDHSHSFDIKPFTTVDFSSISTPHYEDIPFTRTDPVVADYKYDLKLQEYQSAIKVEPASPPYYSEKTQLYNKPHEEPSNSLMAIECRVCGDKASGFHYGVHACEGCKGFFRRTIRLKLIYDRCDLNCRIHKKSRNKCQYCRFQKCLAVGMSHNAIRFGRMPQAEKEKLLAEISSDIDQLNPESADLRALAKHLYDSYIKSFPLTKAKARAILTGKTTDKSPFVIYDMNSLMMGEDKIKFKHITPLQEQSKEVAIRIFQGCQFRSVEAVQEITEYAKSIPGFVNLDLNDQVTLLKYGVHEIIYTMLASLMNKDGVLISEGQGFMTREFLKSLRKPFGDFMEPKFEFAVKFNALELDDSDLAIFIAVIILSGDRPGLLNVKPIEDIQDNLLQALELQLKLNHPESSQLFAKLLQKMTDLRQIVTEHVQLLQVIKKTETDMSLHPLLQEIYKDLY
PPARg SRC2 recr = agonists of PPARg-SRC-2 recruitment, primary screen, biochemical, HTS; Peroxisome proliferator-activated receptor gamma (Homo sapiens), P37231; PPARgamma LBD-SRC-2 recruitment; activation, % at 8 µM; actives 0.34% (n = 200,000); AID 1032, 2008; in the data active means activation above about 22%;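 further: 0% = vehicle and 100% = reference agonist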
TR-FRET SRC-2 ct = TR-FRET signal artefacts, primary screen, artefact control for PPARgamma SRC-2 agonist project, biochemical; TR-FRET artefact counter-screen; hits give high values; TR-FRET ratio at 8 µM; actives 0.4% (n = 200,000); in the data active means TR-FRET ratio above about 2000; further: inactives centre near 1500
STAT1 inh = STAT1 signaling inhibitors, primary screen, cell-based, HTS, luciferase reporter | inhibition, % at 5.5 µM | NIH 3T3 STAT1-luciferase reporter, IFN-gamma, luminescence | actives 0.35% (n = 200,000) | AID 920, 2007;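 active means inhibition above a set limit, the mean inhibition across all tested compounds plus 3 SD, cut at about 34% in these data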;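 further: 0% = IFN-gamma with DMSO and 100% = IFN-gamma with 300 µM nifuroxazide; values of inactives mirror those of a sister screen read the other way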
PPARg SRC-3 ag = PPARgamma agonists recruiting SRC-3 coactivator, primary screen, biochemical. biochemical PPARgamma/SRC-3 coactivator recruitment assay. Peroxisome proliferator-activated receptor gamma (Homo sapiens), P37231. AID 731, 2007. activation, % at 8 µM. actives 0.26% (n = 200,000); in the data active means activation above about 23%;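 further: 0% = DMSO and 100% = reference agonist; some compounds past the cut are filed as inactive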
ROMK primary = ROMK potassium channel modulators, primary screen, cell-based, thallium flux, MLSMR library. ATP-sensitive inward rectifier potassium channel 1 (Homo sapiens), P48048. Tet-inducible ROMK, thallium flux fluorescence; actives lie on both sides. B-score at 10 µM. actives 2% (n = 130,000). AID 1918, 2009;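 active means signal ratio slope over the read window, or its plate-corrected B-score, at least 3 SD from the plate mean, either direction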;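 further: B-score of the F/F0 ratio slope over 7 to 12 s after thallium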
STAT3 blocker = IL-6 driven STAT3 reporter inhibitors, primary screen, U3A cells, luciferase, luminescence, MLSCN library | IL-6 STAT3-luciferase reporter; host cell line lacks STAT1 | inhibition, % at 5.5 µM | AID 862, 2007 | actives 0.89% (n = 190,000);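 active means inhibition above the mean inhibition across all screened compounds plus 3 SD, cut at about 44% in these data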;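 further: 0% = DMSO only wells and 100% = 100 µM nifuroxazide control wells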
RAM inhibit = inhibitors of the yeast RAM network, primary screen, dse1pr::URA3 reporter, 5-FOA selection | S. cerevisiae dse1pr::URA3 reporter, 5-FOA growth OD615, 2 d; analog-sensitive cbk1-as2 kinase mutant strain | inhibition, % at 50 µM | actives 1.8% (n = 190,000);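 active means inhibition above a set limit, 3 SD over mean compound inhibition, cut at about 8.4% in these data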;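 further: 0% = DMSO-only wells with no growth and 100% = 10 µM 1-NA-PP1 full growth; inhibition rescues growth on 5-FOA so higher OD means more RAM inhibition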
Starred values were filed as active, the others as inactive; · = not tested or not shown.

SMILES | STAT3 activator | S1P3 antagonist | TLR4 MyD88 comp | PPARg SRC-1 ag | PPARg SRC2 recr | TR-FRET SRC-2 ct | STAT1 inh | PPARg SRC-3 ag | ROMK primary | STAT3 blocker | RAM inhibit
CN=C1NN=C(c2cc(C)n(-c3c(C)n(C)n(-c4ccccc4)c3=O)c2C)CS1 | 103 | 0 | 1 | -5 | -1 | 1643 | 0 | -1 | -0.38 | -3 | 1.8
COc1ccc(CNCCSc2nnnn2C)c(OC)c1OC | 94 | 4 | -10 | -1 | -3 | 1558 | 1 | -1 | -0.069 | 9 | 4.5
CC1(C)CC(CC(=O)O)(c2ccc(F)cc2)CCO1 (configuration not stated) | 102 | · | 10 | -8 | 4 | 1576 | -4 | -6 | · | 2 | 0.7
Cc1nc(C)c(CCNC(=O)c2ccc(C(F)(F)F)cc2)s1 | 106 | 11 | 4 | -8 | -3 | 1396 | -7 | -5 | · | -5 | -0.5
Clc1cccc(Cl)c1CSc1nnc(CN2CCOCC2)n1-c1ccccc1 | 87 | · | -2 | 3 | 8 | 1732 | 0 | -6 | -0.031 | 15 | 0.8
CCCC(=O)NCc1nc2ccccc2n1C | 95 | -9 | 6 | 10 | 12 | 1509 | 1 | 7 | · | 8 | 1.9
Cn1c(=O)c2c(nc(NCc3cccnc3)n2Cc2cccc(C(F)(F)F)c2)n(C)c1=O | 96 | -16 | -12 | 15 | 12 | 1742 | 21 | 9 | · | 8 | 2.8
COc1cccc(OC)c1OCc1cc(C2C3CCCC=C3C(C#N)=C(N)C2(C#N)C#N)c(C)cc1C (configuration not stated) | 98 | · | -3 | 6 | 4 | 1432 | 4 | -5 | · | 11 | 3.5
O=[N+]([O-])c1cccc2c(Cl)ccnc12 | 86 | -5 | 9 | 2 | 5 | 1398 | 4 | -1 | · | 19 | -0.9
COc1cc(C2C3C(=O)N(c4ccccc4)C(=O)C3ON2c2ccccc2)ccc1O (configuration not stated) | 94 | · | -5 | 4 | 4 | 1762 | -16 | -2 | 0.27 | 11 | 2.8
Cc1ccccc1OCC(=O)Nc1ccc2c(c1)COC2=O | 88 | 6 | -11 | 0 | 3 | 1351 | -4 | -2 | · | 20 | 1.4
Cc1cc(C)c(C2C3=C(Nc4c2c(C)nn4-c2ccccn2)c2ccccc2C3=O)c(C)c1 (configuration not stated) | 104 | 3 | -20 | 2 | 13 | 1530 | -3 | -1 | 1.4 | -5 | 9.2*
O=C(COc1ccc(Cl)cc1)Nc1ccc(Cc2ccncc2)cc1 | 85 | -5 | -8 | 5 | -2 | 1605 | -2 | 0 | -1.6 | 20 | 1.9
CCN(C(=O)CSc1nnnn1-c1cc(C)ccc1OC)C1CCS(=O)(=O)C1 (configuration not stated) | 103 | · | 4 | -5 | 0 | 1574 | -5 | -2 | · | 3 | 0.6
CCOC(=O)c1ccc(N2C(=O)CC(N(Cc3ccc4c(c3)OCO4)C(=O)Nc3ccccc3)C2=O)cc1 (configuration not stated) | 102 | · | -2 | 6 | 9 | 1648 | 5 | 6 | · | 0 | 2.5
CC12CCC(C(=O)NCc3ccccc3Cl)(OC1=O)C2(C)C (configuration not stated) | 105 | -2 | -3 | 2 | -1 | 1485 | -8 | 1 | -0.23 | -2 | -0.1
O=C1C2C3C=CC([C@@H]2C(=O)N1Cc1cccnc1)C31CC1 (some centres not stated) | 99 | · | 2 | 7 | -2 | 1555 | 2 | -7 | · | 6 | 0.3
COc1ccc(O)c(C(=O)c2cnc3onc(C)c3c2)c1 | 101 | -2 | -11 | -7 | 3 | 1762 | -7 | 2 | · | 9 | 1.5
Cc1nnc(SC(C(=O)Nc2ccc(Cl)c([N+](=O)[O-])c2)c2ccccc2)[nH]c1=O (configuration not stated) | 99 | -9 | -7 | 8 | -1 | 1493 | -2 | 2 | -0.31 | 4 | 0.6
CC1=C(C#N)CCC(=O)N1Cc1c(F)cccc1Cl | 99 | -18 | -5 | 5 | 2 | 1723 | -8 | 2 | -0.76 | 2 | 0.5
CCOC(=O)N1CCN(S(=O)(=O)c2ccc([N+](=O)[O-])cc2)CC1 | 104 | -12 | -11 | -1 | 0 | 1534 | 4 | -4 | -0.88 | 1 | 1.2
CN(C)c1oc(-c2ccccc2Cl)nc1P(=O)(c1ccccc1)c1ccccc1 | 99 | · | 5 | 7 | 6 | 1452 | -2 | 2 | · | 9 | 1.9
CC(CCc1ccco1)NC(=O)c1cc2c(-c3ccccc3F)nn(C)c2s1 (configuration not stated) | 93 | 4 | 5 | -6 | -3 | 1448 | 7 | -2 | · | 13 | 3.5
N#Cc1c(-c2ccccc2)c(-c2ccccc2)n(Cc2ccco2)c1NC(=O)c1cccs1 | 102 | · | -2 | 3 | 8 | 1481 | 9 | 10 | -0.89 | 2 | 4.1
N#Cc1cc(-c2ccc(Cl)cc2)cn(Cc2c(Cl)cccc2Cl)c1=O | 84 | · | -6 | 4 | 4 | 1724 | 7 | 11 | · | 25 | 2.7
O=C(CSc1nnc(-c2cccc(S(=O)(=O)N3CCCCC3)c2)o1)NCCC1=CCCCC1 | 95 | -22 | -2 | -1 | 0 | 1790 | -1 | -1 | · | 10 | 12*
CCc1nnc(NS(=O)(=O)c2ccc(NC(=O)c3cccc4ccccc34)cc2)s1 | 103 | -1 | -4 | 7 | 4 | 1501 | -13 | 3 | · | 0 | 5.8
c1ccc(-c2ccccc2OCCCCN2CCCCC2)cc1 | 91 | -7 | 10 | 0 | 13 | 1468 | 7 | 6 | -2.1 | 14 | 1.4
C=CCn1c(SCC(=O)NCc2ccco2)nc2sc(C)c(C)c2c1=O | 99 | · | -2 | 6 | 7 | 1520 | 3 | 4 | 0.024 | 3 | 5.0
Nc1nc(SCC(=O)Nc2ncc(C(F)(F)F)cc2Cl)n[nH]1 | 98 | -13 | -8 | 0 | 3 | 1698 | 2 | 6 | 0.74 | 11 | 4.7
O=C(COC(=O)CCCNC(=O)c1ccc(Cl)cc1)NC1CC1 | 100 | -26 | -22 | -3 | 0 | 1605 | -4 | 1 | · | 10 | -0.3
CN(C)CCCNC(=O)/C(=C\c1ccc(-c2cccc([N+](=O)[O-])c2)o1)NC(=O)c1ccccc1 | 104 | 4 | 0 | 2 | 2 | 1614 | -7 | 3 | -1.8 | -1 | -0.5
Fc1ccc(NC(=S)NC2CC3CCCC(C2)N3Cc2cccs2)cc1 (configuration not stated) | 103 | -9 | -10 | -5 | -5 | 1441 | 5 | -2 | -2.7 | -1 | 2.5
O=C1CC(c2c[nH]c3ccccc23)C(=O)N1c1ccccc1 (configuration not stated) | 95 | · | -11 | -2 | 8 | 1686 | -7 | 3 | -3 | 9 | 1.0
COc1ccccc1C(=O)Nn1cnc2ccccc2c1=O | 89 | -44 | 2 | -1 | 12 | 1566 | -16 | 6 | -0.74 | 20 | 0.9
CCOc1ccc(C(=O)CCC(=O)NC(C)C(=O)OC)cc1 (configuration not stated) | 87 | -14 | -10 | 0 | 3 | 1551 | 8 | 3 | 0.14 | 18 | 1.7
CC(C)NC(=O)COC(=O)c1cc(Br)ccc1Cl | 96 | -5 | -13 | 0 | 12 | 1539 | 7 | 3 | 0.035 | 2 | -0.3
CCN(CC)S(=O)(=O)c1cc([N+](=O)[O-])ccc1N=Nc1c(O)[nH]c2ccccc12 | 101 | -1 | -15 | -3 | -2 | 1475 | 6 | -6 | -0.46 | -4 | 2.2
CC(C)(C)C1CCC(=NNS(=O)(=O)c2ccc(Br)cc2)CC1 (configuration not stated) | 101 | · | -6 | 1 | 9 | 1437 | -2 | 8 | 0.098 | 2 | 0.1
Cc1cc(C)nc(-n2ncc3c2CC(c2ccccc2)CC3=O)n1 (configuration not stated) | 99 | 3 | -7 | -4 | 10 | 1664 | 5 | 4 | · | -3 | 1.1
CN(C)c1ccc(C(=O)C(O)c2ccccc2)cc1 (configuration not stated) | 108 | · | 8 | 6 | -9 | 1519 | -4 | -11 | 0.0068 | -6 | 0.5
COc1ccc(OC)c(NC(=O)C23CC4CC(C2)CC(n2cnc(Br)n2)(C4)C3)c1 | 96 | · | 4 | 4 | 4 | 1721 | 1 | 12 | -0.65 | 10 | 0.4
O=C(Nc1ccc(N2CCN(C(=O)c3cccs3)CC2)c(Cl)c1)c1cccnc1 | 90 | 4 | 7 | 3 | 0 | 1633 | 5 | 4 | -2.6 | 18 | 3.4
Cc1cc(NC(=O)c2c(-c3ccccc3Cl)noc2C)no1 | 110 | 1 | -6 | 6 | 2 | 1522 | 5 | -1 | -0.034 | -12 | 0.3
CCOc1nc(NCc2ccco2)nc(Nc2ccc(OC)cc2)n1 | 97 | 26 | -3 | 9 | 14 | 1584 | 2 | 2 | 0.051 | 7 | 0.4
CCCc1[nH]nc2c1C(c1ccncc1)C(C#N)=C(N)O2 (configuration not stated) | 107 | 9 | -2 | 3 | 8 | 1449 | -3 | 0 | -0.43 | -6 | -0.8
Cc1ccc(C2=NN(CC(=O)NCc3ccco3)C(=O)CC2)cc1 | 102 | -6 | -4 | -4 | 10 | 1385 | -7 | -1 | · | -1 | 0.2
COCCN1C(=O)C(=O)/C(=C(/O)c2cccc(OC)c2)C1c1ccco1 (configuration not stated) | 106 | · | 7 | -2 | -8 | 1322 | 1 | 2 | · | 3 | 2.1

With a hit mark in RAM inhibit, of those listed so far:
SMILES | STAT3 activator | S1P3 antagonist | TLR4 MyD88 comp | STAT1 inh | ROMK primary | RAM inhibit
Cc1cc(C)c(C2C3=C(Nc4c2c(C)nn4-c2ccccn2)c2ccccc2C3=O)c(C)c1 (configuration not stated) | 104 | 3 | -20 | -3 | 1.4 | 9.2*
O=C(CSc1nnc(-c2cccc(S(=O)(=O)N3CCCCC3)c2)o1)NCCC1=CCCCC1 | 95 | -22 | -2 | -1 | · | 12*

From PubChem BioAssay
